HCMV inh = human cytomegalovirus inhibition; HFF cells, HCMV-luciferase reporter, 72 h; hits give low values; 4.5% of 410,000 active; activity change, negative = inhibition, % at 57.5 µM; in the data active = activity change below about -60%; inconclusive = no clear call, values can overlap the other calls; inactive = above about -39%
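Two compound doses tested in HFFs infected with HCMV-luciferase, MOI 1 PFU/cell, 72 h at 37C. Lysate luminescence read with OneGlo; data normalized against buffer-only and 10uM Salinomycin inhibitor controls.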
AMA1-RON2 inh = inhibitors of Plasmodium falciparum AMA1-RON2 interaction; AlphaScreen AMA1-biotinylated RON2 peptide binding; Potency, µM (highest dose often 58.2 µM), inactives show at the highest dose activity change, negative = inhibition, usual class: inhibitors; 0.2% of 360,000 active; AID 720542; active = well fitted inhibition curve with a large enough effect; inconclusive = small, poorly fitted or top-dose-only effect; inactive = no such curve, though single readings can be large or run the other way;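 note: potency is the fitted concentration of half-maximal effect; 0% = vehicle wells and -100% = peptide control; nearly all actives have a fitted effect of over 45% in size; some results filed as inactive show a strong effect at the top dose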
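AMA1 (3D7) with his tag at 25 nM final met compounds first, then biotinylated RON2 peptide at 25 nM; detection used donor plus acceptor beads, 10 µg/mL apiece, read by AlphaScreen after 30 min at room temperature.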
* hit, by the source's call; ? = inconclusive; [ ] = dose if it differs, or a comment. Unless noted, % is set by controls: 0 for no effect and ±100 for the full control effect.

SMILES	HCMV inh	AMA1-RON2 inh
O=C1NC(=O)C(CSc2ccccc2)(c2ccccc2)N1 (stereo not given)	-11	-3%
COc1ccc(-n2c(SCC(=O)NCC3CCCO3)nc3ccccc3c2=O)cc1Cl (stereo not given)	-67*	-8%
CC1(C)NC(=O)N(CC(=O)OCC(=O)Nc2c(Br)cc([N+](=O)[O-])cc2Br)C1=O	0	-1%
COCCCn1c(=O)/c(=C/c2ccccc2OC(C)C)s/c1=C(\C#N)C(=O)Nc1ccc(C(=O)O)cc1	4	-7%
CC(=O)Nc1ccc(-c2ccnc3c2CC(C(=O)NCCC(F)(F)F)O3)cc1 (stereo not given)	13	12%
C[C@H](CO)N1C[C@H](C)[C@H](CN(C)C(=O)Nc2ccc(F)cc2)OCc2cnnn2CCCC1=O	-11	10%
Cc1cccc(C)c1NC(=O)C(c1cc2ccccc2o1)N1CCC(c2ccccc2)CC1 (stereo not given)	-12	8%
Clc1cccc(N2Cc3cc(N4CCOCC4)ccc3-n3nncc3C2)c1	-19	2%
CC(C)CN1CCC1(C)C(=O)Nc1cc(-c2ccccc2)nn1C (stereo not given)	-10	34%[activator]
NC(N)=N/N=C(\N=Nc1ccccc1)c1ccc(Cl)cc1	207	?
C[C@H](CO)N1C[C@H](C)[C@@H](CN(C)C(=O)Nc2ccc(C(C)(C)C)cc2)OCc2cnnn2CCCC1=O	5	16%
COc1ccc(Cl)cc1N(CC(=O)NCc1ccccn1)S(=O)(=O)c1ccc(C)cc1	?	96%[activator]
CC1(Oc2cccc(F)c2)CCN(Cc2ccc3ccccc3c2)C1 (stereo not given)	-6	-3%
COc1ccc(CC2C(=O)NC(C)C(=O)N(C)C3C(=O)N(C)C(Cc4ccc(O)c(c4)Oc4ccc(cc4)C3O)C(=O)NC(C)C(=O)NC(C)C(=O)N2C)cc1 (stereo not given)	-98*	8%
Cn1c(=O)c2c(-c3ccccc3)n(-c3ccccc3S)cc2n(C)c1=O	-1	-5%
Cc1ccc(C(O)c2ncc(-c3cccc4ccccc34)[nH]2)cc1F (stereo not given)	13	1%
CCCCCCCCN1C(=O)[C@H](CC(=O)NCC2CCCCC2)C[C@@]2(C(=O)OCC)CCC=C12	24	-10%
Cc1cccc(C)c1NC(=O)C1(C)CCC(=O)N1C1CC1 (stereo not given)	-20	6%
COc1cc2c(cc1OC)C(O)=CC(=O)C2=O	-23	-15%
CCCC(=O)Nc1cc(OC)c(NC(=S)Nc2cccc(C)c2)cc1OC	?	7%
O=C(/C=C/[C@H]1O[C@@H](n2cnc3c(NC(=O)c4ccccc4)ncnc32)[C@H](O)[C@@H]1O)NCc1ccc2c(c1)OCO2	0	3%
COc1ccccc1C(=O)N/C(=C/c1ccc(Br)cc1)C(=O)N1CCOCC1	31	7%
c1ccc(CNC2CC3CCC2C3)cc1 (stereo not given)	?	-2%
Cc1ccc(NC(=O)C2CC(=O)N(c3ccccc3Cl)C2)cc1S(=O)(=O)N1CCOCC1 (stereo not given)	0	4%[11.6 µM]
O=c1oc2ccccc2n1Cc1cccc(C(F)(F)F)c1	-5	-11%
COc1cc(NC(=O)c2ccc(-c3cn[nH]c3)c3ccoc23)cc(OC)c1OC	123	24%
NC(=S)NN=CCn1cc([N+](=O)[O-])c(=O)[nH]c1=O	-23	61%[activator]
O=C1/C(=C/c2ccccc2)CN(C(=O)CCN2CCOCC2)C/C1=C\c1ccccc1	-33	-1%
Cc1noc(C)c1C(=O)N1CCCC(C)(C(=O)NS(=O)(=O)C2CC2)C1 (stereo not given)	-11	-1%
COc1cccc(S(=O)(=O)N(C)C[C@H]2OCc3cnnn3CCCC(=O)N([C@@H](C)CO)C[C@H]2C)c1	-25	-4%
Cc1cn([C@H]2C[C@H](O)[C@@H](/C=C/C(=O)NCc3cccc4ccccc34)O2)c(=O)[nH]c1=O	-5	0%
CCOC(=O)C1CCN(C(=O)CCn2c(=O)oc3ccccc32)CC1	-17	0%
CCNC(=O)C1(C)CCN(C(=O)c2cccc(OC(F)(F)F)c2)C1 (stereo not given)	1	0%
Cc1ccc2c(c1)C1(SC(C)C(=O)N1c1ccc(Cl)cc1)C(=O)N2 (stereo not given)	-28	-8%
CC(=O)Oc1ccc(C(=O)Nn2cnnc2)cc1	-24	18%
COc1cc(CNCc2ccncc2)ccc1OCC(N)=O	19	28%
CCNC(=O)C1(C)CCN(C(=O)c2ccc3ccccc3c2)C1 (stereo not given)	8	-11%
O=C(/C=C/c1ccccc1[N+](=O)[O-])Nc1cc(S(=O)(=O)N2CCOCC2)ccc1N1CCOCC1	0	2%
CCOC(=O)CC1c2nc3ccccc3cc2CN1C(=O)OCC (stereo not given)	-23	14%
Cc1nc2cc3ccccc3cc2s1	-7	-5%

Overlap with the part before: 2 entries, followed by the next part.
SMILES	HCMV inh	AMA1-RON2 inh
CCOC(=O)CC1c2nc3ccccc3cc2CN1C(=O)OCC (stereo not given)	-23	14%
Cc1nc2cc3ccccc3cc2s1	-7	-5%
CCCCC(=O)N(C)c1c(C)nc2ccc(C(=O)NCCOc3ccc(OC)cc3)cn12	19	2%
COc1ccc(C)cc1Nc1ncnc2c1nnn2Cc1ccccc1Cl	9	-6%
O=C(Cn1c(NCCCl)nc2ccccc21)c1ccc(Br)cc1	-8	-12%
Clc1nccc(N2CCN(c3ccccc3Cl)CC2)n1	-39	0%
Cc1c(NC(=O)C(C)OC(=O)c2ccc([N+](=O)[O-])cc2Cl)c(=O)n(-c2ccccc2)n1C (stereo not given)	-8	-14%
C=CCOC(=O)C1=C[C@@H](c2ccc3c(c2)OCO3)C[C@@H](OCCCCO)O1	21	4%
O=C(O)CCC1(C(=O)O)CCC(=O)c2ccccc21 (stereo not given)	-17	2%
Cc1cccc(C)c1NC(=O)CN1CCN(C(=O)CNC(=O)c2ccc(-c3ccccc3)cc2)CC1	?	6%
c1coc(-c2cc3nc(NCc4ccc5c(c4)OCO5)ccn3n2)c1	20	-7%
CC(C)n1nnnc1C1c2ccccc2C(=O)N1CCCN1CCOCC1 (stereo not given)	-22	-1%
O=C(Nc1nnc([C@@H]2C[C@H](O)[C@@H](CO)O2)s1)Nc1cccc2c1CCCC2	-21	0%
CC1(O)CCC2C3CCC4=CC(=O)CCC4=C3C=CC21C (stereo not given)	4	-19%
CCCCCCN1CCN(C2CN(Cc3cn(Cc4cc(C)cc(C)c4)nn3)S(=O)(=O)C2)CC1 (stereo not given)	-8	1%
CN1OC[C@@H]2C(=O)N3CCc4c([nH]c5ccccc45)[C@@H]3C[C@@H]21	26	0%
O=C(CNC(=O)c1ccccc1Br)Nc1cccc(S(=O)(=O)Nc2ccccc2Cl)c1	0	-7%
C#CCN(C[C@H]1[C@H](OC(=O)NCCCCCC)[C@H](OC(=O)NCCCCCC)C[C@H]2C(=O)N(c3ccccc3)C(=O)[C@@H]12)S(=O)(=O)c1ccc(C)cc1	10	-3%
Cc1cccc(C)c1-n1nnnc1C1(C)CCC(=O)N1CC(F)(F)F (stereo not given)	-1	-4%
COc1ccc(Cl)cc1-c1noc([C@@H]2O[C@H](CO)[C@@H](O)[C@H]2O)n1	-35	-1%
CCCCOCCCNC(=O)C[C@@H]1C[C@@]2(C(=O)OCC)CCC=C2N(Cc2ccco2)C1=O	-8	2%
Cc1ccc(/C=N/NC(=O)CC2N=C(Cc3ccccc3)NNC2=O)cc1 (stereo not given)	26	-8%

Single records, as listed above:
CC1(O)CCC2C3CCC4=CC(=O)CCC4=C3C=CC21C (stereo not given) in the list: HCMV inh = 4; AMA1-RON2 inh = -19%
CN1OC[C@@H]2C(=O)N3CCc4c([nH]c5ccccc45)[C@@H]3C[C@@H]21 in the list: HCMV inh = 26; AMA1-RON2 inh = 0%
Cc1cccc(C)c1NC(=O)CN1CCN(C(=O)CNC(=O)c2ccc(-c3ccccc3)cc2)CC1 in the list: HCMV inh = ?; AMA1-RON2 inh = 6%

Continuation.
SMILES	HCMV inh	AMA1-RON2 inh
O=C(CSc1nnc(-c2ccncc2)n1C1CC1)c1cccs1	-18	2%
Cc1ccc(N2CCC3CC2c2cc(-c4ccc(C(F)(F)F)cc4)ccc23)cc1 (stereo not given)	-15	?
CC(C)Nc1nc(NCCOc2ccccc2)c2sccc2n1	-14	-4%
Cc1noc(C)c1S(=O)(=O)NC(=O)C1(C)CCN1C(=O)C1(c2ccc(Cl)cc2)CCC1 (stereo not given)	-21	-7%
Cc1cccc(N2CCN(C(C(=O)NCc3ccccc3)c3ccc(C(F)(F)F)cc3)CC2)c1C (stereo not given)	12	-4%
Cc1c[n+]([O-])ccc1[N+](=O)[O-]	-18	-2%
Cc1cccc(C)c1-n1nnnc1C(c1ccnc2ccccc12)N1CCCN(C(=O)OC(C)(C)C)CC1 (stereo not given)	-21	4%
CC(C)(C)c1ccc(-n2ncc3c2CCCC3NC(=O)c2ccncc2)cc1 (stereo not given)	-6	-1%
Cc1[nH]c2ccccc2c1/C=N\NC(=O)c1ccccc1Cl	35	9%
CCCNC(=O)c1cc(C2CCCCN2C(=O)c2ccc(C#N)cc2)on1 (stereo not given)	6	2%
CCNC(=O)C1CCCN(C(=O)c2ccc3snnc3c2)CC1 (stereo not given)	5	-7%
CC(=O)C1N=NCC1c1ccccc1 (stereo not given)	-34	5%
CCOC(=O)c1c(C)nsc1NCc1ccccc1	-8	22%
COc1ccc(NC(=O)CN2C(=O)C3CC=CCC3C2=O)cc1Cl (stereo not given)	18	-8%
O=C(c1ccc(Br)c(S(=O)(=O)N2CCOCC2)c1)N1CCN(C/C=C/c2ccccc2)CC1	8	-4%
CC(=O)NC(c1ccc(F)c(F)c1)c1nc(-c2cc3ccccc3o2)cs1 (stereo not given)	1	1%
COC(=O)C1=C(C)N(CCCC(=O)O)C(=O)NC1c1ccccc1Cl (stereo not given)	2	6%
CCOC(=O)c1c(-n2c(C)cc(/C=C3/C(=O)NC(=O)N(CC)C3=O)c2C)sc2c1CCCC2	-6	-3%
COC(=O)[C@]12CCCCC=C1N(CCc1ccc(OC)c(OC)c1)C(=O)[C@H](CC(=O)NCCc1ccccc1OC)C2	8	-23%
CCCCc1ccc(S(=O)(=O)NC(=O)C2(C)CCN2C(=O)CC2CC2)cc1 (stereo not given)	-18	0%

Shown with two lines to a compound: two of the compounds above
Value order: HCMV inh | AMA1-RON2 inh
Cc1cccc(N2CCN(C(C(=O)NCc3ccccc3)c3ccc(C(F)(F)F)cc3)CC2)c1C (stereo not given)
    12 | -4%
CC(C)(C)c1ccc(-n2ncc3c2CCCC3NC(=O)c2ccncc2)cc1 (stereo not given)
    -6 | -1%

The list continues:
SMILES	HCMV inh	AMA1-RON2 inh
CC(=O)c1ccc(OC(=O)Oc2ccc(C(C)=O)cc2)cc1	28	-1%
O=C1CCCCC(=O)[C@H](OC(=O)c2ccccc2)C[C@H](c2ccccc2)O1	13	1%
CCCCC(=O)N(C)c1c(CC)nc2c(OCCOc3ccccc3)cccn12	-12	0%
Cc1ccc(C)c(NC(=S)NC(=O)c2cncc(Br)c2)c1	0	-6%
CCC1=NN(C(=O)c2ccccc2[N+](=O)[O-])C(O)(c2ccccc2)C1 (stereo not given)	23	104%[activator]
CCOc1ccc(CCNC(=O)COC(=O)C2CCN(S(=O)(=O)c3ccccc3)CC2)cc1OCC	-8	6%
Cc1cccc(CCNC(=O)C2CC(O)CN2C(=O)Nc2ccccc2)c1 (stereo not given)	-37	-3%
COC(=O)C1=C(C)N(CCCC(=O)O)C(=O)NC1c1ccc2c(c1)OCO2 (stereo not given)	3	3%
COc1ccc(C2(CO)OC(CO)C(O)C2O)cc1 (stereo not given)	31	-1%
CC(Nc1ccc([N+](=O)[O-])cc1[N+](=O)[O-])c1ccccc1 (stereo not given)	-5	?
NC(=S)N=Nc1c(O)[nH]c2c(Cl)cc(Cl)cc12	16	49%[activator]
CCOc1ccccc1C=C1CCc2ccccc2C1=O	4	5%
CC(C)NC(=O)c1onc(CSc2ccc(F)c(F)c2)c1C(=O)NC(C)C	45	10%
CCN(CC(=O)Nc1cc(Cl)ccc1C)C(=O)C1CCN(c2ncnc3sc(C)c(C)c23)CC1	0	9%
CCOC(=O)[C@]12CCC=C1N(Cc1ccco1)C(=O)[C@H](CC(=O)NCc1ccccc1)C2	16	2%
COc1ccc(/C=C2/CCC(CN3CCOCC3)C2=O)cc1 (stereo not given)	-98*	-4%
CCOc1ccccc1C(=O)Nc1nnc(SCC(=O)N2CCCC2)s1	?	3%
COc1ccc(-n2nc3ccc(N)cc3n2)cc1	73	22%
CCCNC(=O)C1(C)CCCN(C(=O)Cc2ccc3ccccc3c2)C1 (stereo not given)	23	2%
COc1ccccc1NC(=O)C1CC(C)OC1=O (stereo not given)	9	11%
Cc1nc(N/N=C/c2cccnc2)cc(N2CCOCC2)n1	16	59%[activator]
CC(C)C(N)c1csc(Nc2ccc(C(=O)N(C)Cc3ccccc3)cn2)n1 (stereo not given)	-32	85%[activator]
CCN(CC)C(=O)C1=C(C)N(Cc2ccc(OC)cc2)C(=O)C(CC(=O)NCc2cccs2)C1 (stereo not given)	-9	11%
CCCN(CC(=O)Nc1ccccc1OC)C(=O)Cn1c(=O)oc2ccccc21	29	2%

The list is partial; rates above refer to the full screens.
